# Assay outcomes as filed in PubChem BioAssay.
# Apoferritin bind: binds horse apoferritin like a general anesthetic; apoferritin/1-aminoanthracene competitive binding, fluorescence; Potency, µM (top dose mostly 77.5 µM), for the others: at the highest dose activity change, negative = displacement, hits mostly inhibitors; 350,000 compounds, 0.074% hits; note: potency is the fitted concentration of half-maximal effect; % is set by controls: 0 for no effect and ±100 for the full control effect; nearly all actives have a fitted effect of over 20% in size
# Target sequence (P02791 2-175 limits assumed): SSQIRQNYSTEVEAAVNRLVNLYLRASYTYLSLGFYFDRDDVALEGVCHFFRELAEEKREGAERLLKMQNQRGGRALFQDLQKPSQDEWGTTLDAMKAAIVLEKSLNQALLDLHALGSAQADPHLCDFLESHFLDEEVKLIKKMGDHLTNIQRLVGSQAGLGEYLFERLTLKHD
#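 In PBS, apoferritin at 10 uM is loaded with 1-AMA from a 50% saturated solution. After 10 min of compound exposure at ambient temperature, reduced 535 nm fluorescence indicates probe displacement.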
# Pol kappa inh: blocks human DNA polymerase kappa activity | Potency, µM (series often up to 107 µM), inactives show top-dose activity, negative = inhibition, actives largely listed as inhibitors | AID 588579 | Q9UBT6 | 400,000 compounds, 0.53% hits | purified Pol kappa, fluorescent DNA synthesis assay, 10 min; note: potency is the fitted concentration of half-maximal effect; % is set by controls: 0 for no effect and ±100 for the full control effect
#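 Inhibition of 10 nM Pol kappa is measured by a fluorescent read-out at 0 and 10 min following addition of 50 nM substrate (final), with a 15-min room-temperature compound preincubation.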
# BLM helicase inh: blocks DNA unwinding by human BLM helicase; recombinant BLM DNA unwinding, fluorescence dequenching; Potency, µM (top dose mostly 56.1 µM), for inactives: at the top dose activity change, negative = inhibition, most hits filed as inhibitors; 350,000 compounds, 0.2% hits; AID 2528;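 note: potency is the fitted concentration of half-maximal effect; plate controls were vehicle for no effect and no enzyme for full effect; nearly all actives have a fitted effect of over 35% in size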
# 12-LOX inh: ALOX12 (human) lipoxygenase inhibition. purified 12hLO, xylenol orange hydroperoxide absorbance. Potency, µM (titrated, usually from 108 µM), without a hit: at the top dose activity change, negative = inhibition, usual class: inhibitors. AID 1671190. 580,000 compounds, 1.1% hits. P18054; note: potency is the fitted concentration of half-maximal effect; % is set by controls: 0 for no effect and ±100 for the full control effect
#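 Purified human 12hLO at 150 nM in 25 mM Hepes, 0.01% Triton X-100, pH 7.0, preincubated 15 min at room temperature with compound. Reaction started with 40 uM arachidonic acid, 30 min at room temperature. Hydroperoxide measured by Fe-xylenol orange, 573/405 nm absorbance ratio.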
# POLB inh: inhibitors of human DNA polymerase beta; P06746; Pol beta primer extension/strand displacement, fluorescence kinetic; Potency, µM (series often up to 114 µM), for inactives: at the highest dose activity change, negative = inhibition, most hits filed as inhibitors; 340,000 compounds, 1.3% hits; AID 485314; note: potency is the fitted concentration of half-maximal effect; % is set by controls: 0 for no effect and ±100 for the full control effect
#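 Kinetic readout of DNA synthesis with strand displacement by Pol beta. Compound and 10 nM enzyme sit 15 min at room temperature; 50 nM substrate starts the reaction, read immediately and at 10 min.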
# TRHR agonist: agonists of human TRH receptor; 360,000 compounds, 0.18% hits; TRHR cells, calcium flux fluo-8, FDSS agonist mode; activation, % at 2 µM; P34981; in the data active = activation above about 30%; note: 0% is about no effect
#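 In this calcium-flux screen, cells bearing human TRHR are dye-loaded with fluo-8, baselined for 10 cycles, then exposed to library compounds; positive kinetic calcium responses during the agonist phase mark hits, with TRH as control.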
# Pol iota inh: blocks human DNA polymerase iota activity. Pol iota fluorescent replication assay, 10 min. Potency, µM (titrated, usually from 115 µM), for inactives: at the top dose activity, negative = inhibition, actives largely listed as inhibitors. 390,000 compounds, 1% hits. AID 588590. Q9UNA4; note: potency is the fitted concentration of half-maximal effect
#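 Fluorescent replication assay read twice, at 0 min and 10 min after adding 50 nM (final) substrate. Enzyme (10 nM) and compounds were first incubated 15 min at room temperature; enzyme-free buffer wells were negative controls.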
# ERG Ets-DNA blk: blocks human ERG Ets domain binding to DNA; 370,000 compounds, 0.028% hits; fluorescence polarization, His-ERG Ets domain / labelled DNA; Potency, µM (highest dose often 76.9 µM), without a hit: at the highest dose FP activity, negative = inhibition, usual class: inhibitors; P11308; AID 624246; active = well fitted inhibition curve with a large enough effect in the polarisation, with a control signal flat; inconclusive = small, poorly fitted or top-dose-only effect, or effect the other way, or a change in a side signal; inactive = no such curve, though single readings can be large or run the other way; the % refers to the polarisation;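 note: polarization taken with two DNA probes labelled with fluorescein and Texas red; potency is the fitted concentration of half-maximal effect; % of control where 0% means no effect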
# Target sequence (P11308 whole entry, looked up, the tested form may be a part): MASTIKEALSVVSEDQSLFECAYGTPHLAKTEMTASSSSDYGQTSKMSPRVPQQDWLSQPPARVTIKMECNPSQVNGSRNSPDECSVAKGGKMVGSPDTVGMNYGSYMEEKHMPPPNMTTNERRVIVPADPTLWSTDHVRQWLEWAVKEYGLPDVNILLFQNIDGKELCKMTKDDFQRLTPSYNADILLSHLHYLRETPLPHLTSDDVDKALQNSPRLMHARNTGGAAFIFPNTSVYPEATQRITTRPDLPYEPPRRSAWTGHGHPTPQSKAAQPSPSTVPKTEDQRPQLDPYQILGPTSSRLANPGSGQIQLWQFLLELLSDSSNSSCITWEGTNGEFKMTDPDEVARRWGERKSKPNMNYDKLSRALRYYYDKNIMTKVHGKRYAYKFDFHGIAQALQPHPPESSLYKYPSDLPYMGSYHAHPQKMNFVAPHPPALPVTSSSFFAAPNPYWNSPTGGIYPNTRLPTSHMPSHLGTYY
#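 His-tagged ERG Ets domain (1 uM in the protein solution; 300mM KCl, 50mM Tris-HCl, 1mM EDTA, 1mM DTT, pH 7.5) received compound, then a probe mix of 5 nM fluorescein-DNA and 100nM Texas-615-DNA. Fluorescence polarization was read for both dyes.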
# APE1 inh: APE1 (human) endonuclease inhibition. P27695. recombinant APE1, TAMRA/BHQ-2 abasic DNA cleavage fluorescence. Potency, µM (doses to about 65.8 µM), for inactives: top-dose activity change, negative = inhibition, actives largely listed as inhibitors. 350,000 compounds, 0.35% hits. AID 2517;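 note: potency is the fitted concentration of half-maximal effect; plate controls were vehicle for no effect and reference inhibitor for full effect; nearly all actives have a fitted effect of over 55% in size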
# Target sequence (P27695 whole entry, looked up): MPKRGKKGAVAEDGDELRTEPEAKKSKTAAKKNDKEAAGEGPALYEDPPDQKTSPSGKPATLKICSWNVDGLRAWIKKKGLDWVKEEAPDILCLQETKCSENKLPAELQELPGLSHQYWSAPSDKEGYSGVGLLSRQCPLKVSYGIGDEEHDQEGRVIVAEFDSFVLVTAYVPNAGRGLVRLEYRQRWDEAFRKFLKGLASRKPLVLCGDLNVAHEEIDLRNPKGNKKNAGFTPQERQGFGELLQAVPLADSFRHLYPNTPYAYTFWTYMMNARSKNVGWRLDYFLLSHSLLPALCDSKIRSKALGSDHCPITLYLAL
#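 Incision of a quenched TAMRA/BHQ-2 THF abasic-site duplex (50 nM) by 0.75 nM APE1, after 15 min compound preincubation, measured as fluorescence increase over three 60 s reads. Values normalized to buffer, DMSO and NSC13755 control wells.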
# * = called active by the depositor; i = inactive; u = inconclusive; x = not tested or not shown; & = joins results of further samples; [ ] = remark or other dose. Unless noted, calls come from the whole dose curve; as a rule, active = well fitted curve in the direction sought with a large enough effect; inconclusive = small, poorly fitted or top-dose-only effect, or another doubt; inactive = no such curve, though single readings can be large; an effect the other way counts as inactive or inconclusive.
SMILES,Apoferritin bind,Pol kappa inh,BLM helicase inh,12-LOX inh,POLB inh,TRHR agonist,Pol iota inh,ERG Ets-DNA blk,APE1 inh
Cc1ccc(C2CC(c3ccc(C)cc3)n3nc(N)nc3N2)cc1 (configuration not stated),5%,-18%,1%,9%[57.4 µM],-1%,0.3,15%,-6%,-3%
O=C1CC(C(=O)O)c2ccccc2N1 (configuration not stated),-4%,-4%,3%,-5%,3%,-0.4,2%,-7%,2%
Cc1nnsc1C(=O)N/N=C/c1cccc(C(F)(F)F)c1,-4%,6%,-3%,51%,-5%,0.6,5%,-17%,-1%
CC(=O)CCc1c(C)nc2ccc(C(=O)O)cc2c1Cl,4%,-51%,-10%,-14%,u,0.5,u,6%,-3%
COc1cccc(C(C(=O)NC2CCCC2)N(CC2CCCO2)C(=O)Cc2cccs2)c1 (configuration not stated),-1%,-5%,-4%,3%,-11%,-0.4,25%,8%,7%
COc1ccc(C(=O)Nc2cccc(NC(=O)c3ccc(OC)c(OC)c3)n2)cc1OC,-3%,-16%,-4%,-1%,22µM*,-0.2,u,4%,-13%
COc1ccc(C(=O)NCC(O)CN2CCOCC2)cc1[N+](=O)[O-] (configuration not stated),6%,-15%,-2%,0%,86%,0.4,0%,13%,-3%
Cc1ccc2oc(-c3ccc(NC(=O)c4ccncc4)cc3O)nc2c1,-3%,-11%,-10%,6%,u,1.9,76%[activator],-11%,-1%
CCC12CN3CC(CC)(CN(C1)C3c1ccc(OC(C)C)cc1)C2=O (configuration not stated),46%[activator],-7%,-12%,0%,8%,0.0,9%,0%,-1%
O=C(Cc1ccc(Cl)cc1)Nc1ccc(SC(F)F)cc1,u,-11%,-13%,-18%,-20%,0.7,-3%,-7%,-7%
CC(=O)c1ccc(N2CCN(C(=S)Nc3ccccc3)CC2)cc1,-2%,-14%,2%,0%,0%,0.4,14%,-12%,-10%
O=C(N/N=C\c1ccccc1)c1ccccc1-n1cccc1,-8%,-8%,-8%,3%,1%,-0.1,104%[activator],2%,0%
Cc1ccccc1-c1nc(CN2CCC(C(=O)NCCCN3CCOCC3)CC2)c(C)o1,4%,-3%,3%,-21%,9%,-0.7,6%,-4%,-1%
COc1cc(C2N(c3ccc(Cl)cc3)C(=O)C3CCCN32)cc(OC)c1OC (configuration not stated),-5%,1%,-6%,18%[57.4 µM],10%,-0.1,22%,7%,0%
CCOC(=O)c1ccc(N=C2SC(C(=O)Nc3ccccc3)CC(=O)N2C)cc1 (configuration not stated),-12%,7%,-1%,-23%,-18%,4.7,7%,-7%,x
O=C(C1CCCO1)N1CCN(c2c3c(nc4cc(-c5ccc(F)cc5)nn24)CCC3)CC1 (configuration not stated),-8%,-5%,2%,u,30%,0.0,20%,x,0%
COc1ccccc1N1CCN(C(=O)c2cc(C3CC3)on2)CC1,3%,-3%,-9%,-11%,-2%,0.1,-4%,8%,u
CS(=O)(=O)NN1C(=O)c2ccccc2NC1c1ccccc1O (configuration not stated),55%[activator],2%,-1%,0%,0%,0.1,96%[activator],12%,1%
CCOC(=O)C1CCCN(S(=O)(=O)c2ccc3c(c2)oc(=O)n3C)C1 (configuration not stated),2%,-10%,-3%,-18%,53%,-0.4,-17%,-5%,x
COc1cccc(CN2CCN(C(=O)c3cccc4ccccc34)CC2)c1OC,-17%,-8%,-1%,u,13%,-1.8,22%,x,0%
O=C(COc1ccc(-n2ccnc2)cc1)Nc1cccc(Cl)c1,-14%,-1%,-1%,-1%,-8%,0.7,32%[activator],-1%,0%
CCOc1ccc(C(=O)NCc2ccco2)cc1,-15%,u,-9%,-9%,22µM*,0.1,u,5%,u
CCN1CCN(CC(=O)NC2CCCCC2)C(=O)C1=O,0%,-3%,0%,-10%,63%,0.6,-22%,-7%,3%
CCOC(=O)C1=C(N)n2c(s/c(=C\c3ccco3)c2=O)=C(C(=O)OC(C)C)C1c1ccco1 (configuration not stated),-20%,-26%,-12%,u,u,0.7,u,-7%,u
COc1cccc(CNC(=O)c2cc(COc3c(F)cccc3F)on2)c1,u,-6%,-10%,-12%,2%,-1.1,49%[activator],3%,u

# 3 of the entries above in order of the BLM helicase inh value, falling:
Structure	BLM helicase inh
Cc1ccccc1-c1nc(CN2CCC(C(=O)NCCCN3CCOCC3)CC2)c(C)o1	3%
COc1cccc(CN2CCN(C(=O)c3cccc4ccccc34)CC2)c1OC	-1%
O=C(Cc1ccc(Cl)cc1)Nc1ccc(SC(F)F)cc1	-13%

# New compounds follow:
SMILES,Apoferritin bind,Pol kappa inh,BLM helicase inh,12-LOX inh,POLB inh,TRHR agonist,Pol iota inh,ERG Ets-DNA blk,APE1 inh
N#Cc1nc(Cc2ccccc2)oc1N1CCCC1,-8%,-8%,0%,u,-2%,-0.3,u,-2%,11%
CC(=O)c1cc(C#N)c(SCc2ccccc2)nc1C,u,-11%,-5%,137%[activator],3%,0.9,-4%,5%,0%
Cc1ccc(NC(=O)C2CCN(c3nn4cc(-c5ccc(C)cc5)nc4s3)CC2)cc1,-3%,-9%,1%,u,-27%,-0.1,3%,0%,x
O=C(CN1CCN(S(=O)(=O)N2CCCCCC2)CC1)Nc1cc(Cl)ccc1Cl,-6%,-1%,-3%,-5%,2%,0.5,45%[activator],2%,2%
COc1ccc(CNS(=O)(=O)c2ccc(-n3cnnn3)c(OC)c2)cc1,6%,-1%,-2%,-15%,86%,0.2,40%[activator],-12%,11%
COc1ccccc1C(=O)NCc1ccco1,-8%,-21%,-6%,210%[activator],3%,0.3,-4%,5%,5%
Cc1ccc(Nc2nc(N)nc(CN3CCN(C)CC3)n2)cc1C,-13%,x,-7%,x,28%,-0.3,x,x,-2%
CCC(=O)NNC(=O)Cc1c(C)n(C(=O)c2ccc(Cl)cc2)c2ccc(OC)cc12,-3%,-4%,-1%,-8%,1%,-0.2,8%,11%,42%[activator]
CN(C)c1ncnc2c1ncn2C1CCCO1 (configuration not stated),x,-6%,x,-2%,x,x,37%[activator],-2%,x
COc1ccccc1NC(=O)c1cc(Br)ccc1Cl,u,-10%,-10%,-6%,u,-0.4,64%[activator],10%,2%
CCCCN(CCCC)Cc1ccc(C(=O)NNC(=O)Nc2ccc(F)cc2)o1,-20%,-15%,-5%,0%,3%,-1.4,-11%,16%,-3%
CCC(=O)N1CCc2cc(S(=O)(=O)CCC(=O)NCc3ccccc3Cl)ccc21,-6%,-4%,-2%,-23%,29%,-0.6,19%,-3%,x
O=C(NC[C@@H]1CCCO1)c1cccc2c1C(=O)c1ccc(N3CCOCC3)cc1S2(=O)=O,x,-1%,x,u,x,x,30%,7%,4%
Cc1ccc(NC(=O)c2cccc(S(=O)(=O)N(C)c3ccccc3)c2)cc1S(=O)(=O)N1CCOCC1,-11%,-10%,-3%,7%,33%,0.4,16%,x,9%
CN(CC(=O)Nc1ccccc1Br)C(=O)CNC(=O)c1ccc2c(c1)OCO2,x,0%,x,-18%&2%,x,0.2,35%[activator],-3%,11%
NS(=O)(=O)c1ccc(Sc2ccc3ccccc3c2)nc1,4%,-16%,-4%,-24%,3%,-2.1,4%,-3%,-32%
Cc1ccc(C(=O)Nc2ccccc2C(=O)N2CCCCC2C)cc1 (configuration not stated),-7%,-1%,-1%,i,8%,0.9,6%,-8%,56%
CCn1cc(SCC(=O)N2CCOCC2)c2ccccc21,6%,-22%,3%,11%,-20%,0.1,7%,-1%,11%
O=C(Nc1cccc(C(F)(F)F)c1)C1C2CC3OC(=O)C1C3C2 (configuration not stated),-5%,0%,3%,31%,56%,0.2,-10%,13%,12%
COc1ccc(-c2csc(N(CCCN(C)C)C(=O)c3ccccc3C)n2)cc1,-17%,2%,5%,u,15%,4.3,26%,-2%,37%
CC(Oc1ccccc1)C(=O)Nc1nnc(S(=O)(=O)N(C)c2ccccc2)s1 (configuration not stated),-11%,-15%,-4%,-1%,30%,1.4,-1%,-7%,19%
Nc1c(-c2nc(-c3ccncc3)no2)nnn1CC(=O)Nc1ccccc1,-3%,-8%,-10%,2%,u,0.1,21%,-3%,x
COc1cc(-c2cc(C(=O)O)c3cc4c(cc3n2)OCCO4)cc(OC)c1OC,-3%,-3%,-3%,u,-3%,0.1,6%,x,-7%
Clc1ccc2c(c1)[C@H]1OCC[C@H]1[C@@H](c1ccco1)N2,u,10%,-2%,114%[activator][57.4 µM],8%,-0.8,61%[activator],-1%,-6%
Cc1cc(NC(=O)C2CCCN(S(=O)(=O)c3c(C)noc3C)C2)n[nH]1 (configuration not stated),0%,-3%,2%,0%,8%,0.5,32%[activator],13%,-2%
Cc1cc(C(=O)N2CCN(c3ccccc3F)CC2)c2c(C)nn(-c3ccccc3)c2n1,1%,-9%,-4%,-27%,-21%,24,-11%,-1%,x

# POLB inh, hit marks shown above.
Compound,Apoferritin bind,Pol kappa inh,BLM helicase inh,12-LOX inh,POLB inh,TRHR agonist,Pol iota inh,ERG Ets-DNA blk
COc1ccc(C(=O)Nc2cccc(NC(=O)c3ccc(OC)c(OC)c3)n2)cc1OC,-3%,-16%,-4%,-1%,22µM*,-0.2,u,4%
CCOc1ccc(C(=O)NCc2ccco2)cc1,-15%,u,-9%,-9%,22µM*,0.1,u,5%

# Single records, from the list above. Order of screens: Apoferritin bind, Pol kappa inh, BLM helicase inh, 12-LOX inh, POLB inh, TRHR agonist, Pol iota inh, ERG Ets-DNA blk, APE1 inh
# `CCCCN(CCCC)Cc1ccc(C(=O)NNC(=O)Nc2ccc(F)cc2)o1` reads -20%, -15%, -5%, 0%, 3%, -1.4, -11%, 16%, -3%
# `Cc1cc(NC(=O)C2CCCN(S(=O)(=O)c3c(C)noc3C)C2)n[nH]1` (configuration not stated) reads 0%, -3%, 2%, 0%, 8%, 0.5, 32%[activator], 13%, -2%

# Some of the compounds tested. The share of hits here may be higher or lower than overall.
